Compound activity from PubChem BioAssay.
PGC1a acetyl inh – PGC1a acetylation modulation, inhibitor mode; U2OS PGC1a acetylation, AlphaScreen anti-acetyl-lysine; with virally co-expressed GCN5 acetyltransferase; inhibition, % at 15.6 µM; 0.17% of 350,000 active;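 active means every replicate shows inhibition of at least 40%; inconclusive means mean inhibition at least 40% but some replicate below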;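 further: 0% = neutral control wells and 100% = positive control wells; some results beyond the cut were filed as inactive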
Statin myotox sup – suppression of simvastatin myotoxicity. 0.78% of 330,000 active. C2C12 myotubes + simvastatin, ATP luminescence, 48 h; scaled: DMSO 0, geranylgeraniol control 100. rescue of ATP level, % at 7.49 µM;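 active means mean ATP rescue above about 67%, or every replicate alone reaching that limit, limit read from the data, passing the limit was not always enough; inconclusive means no clear call, values can overlap the other calls; inactive means mean under the limit and some replicate under it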;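 further: myotubes were challenged with 10 µM simvastatin during compound exposure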
ERAP1 HTS inh – ERAP1 (human) enzyme inhibition | Q9NZ08 | recombinant ERAP1, Leu-AMC fluorescence, 60 min | inhibition, % at 10.7 µM | 0.15% of 340,000 active;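 active means mean replicate inhibition of at least 30%, or all replicates individually reaching that 30% level; inactive means mean below 30% and not every replicate reaching it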;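 further: 0% = neutral control wells and 100% = L-leucinethiol positive control wells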
Cneo AK release – causes C. neoformans cell lysis; 0.2% of 360,000 active; lysis activity, % at 15 µM; AID 651654; adenylate kinase release luminescence, 4 h; normalised: neutral wells 0, clomiphene wells 100;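 active means mean lysis activity across replicates of at least 80%, whatever share of replicates individually reach that level; inactive means mean lysis activity below 80%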
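Signal: Adenylate kinase release luminescence | Assay system: Log-phase Cryptococcus neoformans yeast cells | Input: Cells at 5 × 10^6 per mL | Buffer or medium: Fresh YPD growth medium | Compound: Single dose | Schedule: Static 4 h at 37 °C with compound, 1 h detection | Controls: Clomiphene | Read-out: Luminescence rise reflecting yeast cell lysis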
LGR2 antag – Drosophila LGR2 receptor signaling inhibition; HEK293 LGR2, CRE-luciferase, bursicon-stimulated, 4 h; 0.35% of 380,000 active; AID 720647; inhibition, % at 9.99 µM;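 active means drop in luminescence signal, shown as inhibition above about 50% in the replicate tests, limit read from the data, passing the limit was not always enough; inconclusive means probably only some replicates passing the limit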;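 further: agonist challenge used bursicon conditioned medium at about half maximal strength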
SIRT5 inh – blocks human SIRT5 desuccinylation of peptide | Q9NXA8 | Purified SirT5, succinyl-peptide AMC, trypsin-coupled fluorescence | inhibition, % at 15 µM | 1.1% of 330,000 active | AID 652115; in the data active means inhibition above about 15%; inconclusive means no clear call, values can overlap the other calls
Target sequence (Q9NXA8 whole entry, looked up): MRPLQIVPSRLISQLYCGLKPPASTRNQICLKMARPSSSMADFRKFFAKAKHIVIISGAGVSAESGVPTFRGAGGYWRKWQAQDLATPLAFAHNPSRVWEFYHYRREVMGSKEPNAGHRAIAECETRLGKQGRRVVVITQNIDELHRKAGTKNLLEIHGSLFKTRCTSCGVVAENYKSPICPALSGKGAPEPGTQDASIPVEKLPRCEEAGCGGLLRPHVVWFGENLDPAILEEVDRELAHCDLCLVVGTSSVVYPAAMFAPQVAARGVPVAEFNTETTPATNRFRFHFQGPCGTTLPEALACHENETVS
S100A4 MyoIIA – S100A4-myosin IIA interaction inhibition; inhibition, % at 10.7 µM; P26447; AID 652163; 0.14% of 360,000 active; S100A4/TAMRA-MyoIIA peptide fluorescence polarization;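 active means mean inhibition of at least 70% across replicates, with every replicate also reaching that level; inconclusive means mean inhibition reaches 70% but some replicates fall short; inactive means mean inhibition below 70%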
Target sequence (P26447 whole entry, looked up): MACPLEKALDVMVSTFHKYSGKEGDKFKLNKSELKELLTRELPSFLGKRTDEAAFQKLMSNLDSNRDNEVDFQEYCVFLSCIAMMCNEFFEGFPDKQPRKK
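assay system = human S100A4 monomer with TAMRA-labelled myosin IIA peptide | also added = labelled myosin peptide probe, 5 nM | incubation = 5 min between mix addition and reading | control set = DMSO and TFP controls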
XiGFP reactiv – reactivates the inactive X chromosome in mouse fibroblasts. XiGFP mouse fibroblasts, % GFP-positive cells imaging, 3 d; cells co-treated with 5-aza-dC sensitizer; scaled so ellipticine positive control = 100%. activation, % at 7.58 µM. 0.055% of 360,000 active;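 active means mean normalized replicate activation at least 10% and every replicate at or above 10%; inconclusive means only one of the two criteria met; inactive means mean below 10% and not all replicates reach 10%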;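 further: 0% = median of on-plate neutral control wells and 100% = ellipticine 6 µM median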
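Schedule: 3 d treatment, 15 min room-temperature fixation; system: 68-5-11 XiGFP fibroblast line; buffer or medium: DMEM plus 5-aza-dC sensitizer; control set: ellipticine 6 µM positive control; compound: one concentration, pinned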
An asterisk follows results filed as active; ? = inconclusive; nt = no result given; & = joins results of further samples. These rows are one share of the data; count on the stated rates, not on these rows.

SMILES	PGC1a acetyl inh	Statin myotox sup	ERAP1 HTS inh	Cneo AK release	LGR2 antag	SIRT5 inh	S100A4 MyoIIA	XiGFP reactiv
Cc1ccc(NC(=O)Cn2c(O)c(N=NC(N)=O)c3ccccc32)cc1	-1	-4	1	1	2	-4	2	-0.1
Cc1noc(C)c1NC(=O)N1C[C@@H](O)COC[C@@H]2O[C@H](CC(=O)NCC3CC3)CC[C@H]21	11	4	-1	-1	-19	-1	1	0.0
CCCOc1ccc(NC(=O)C(=O)NCCCn2ccnc2)cc1	nt	nt	6	nt	6	-5	-1	0.3
CCCC1=Nc2cc(C(=O)NCCN3CCOCC3)ccc2Sc2ccccc21	-3	40	2	1	1	-8	-2	0.0
CCOc1ccc(S(=O)(=O)N2CCNC(=O)C2)cc1	10	-15	1	-2	-16	-2	1	-0.2
CCOC(=O)c1c(NC(=O)CSc2nc3ccccc3c(=O)n2-c2ccccc2)sc(C(C)=O)c1C	nt	nt	-4	nt	1	-2	-2	0.1
CCCCOc1ccc(N2C(N)=NC(N)=NC23CCCCC3)cc1	-4	-27	-4	1	nt	4	-1	0.2
CCO[C@H]1OC(C(=O)O)=C[C@@H](c2ccccc2)[C@@H]1CCCO	12&-3	6	-2&2	-11&11	-8	4	-11&13	0.1
CC(=O)Nc1coc2ccc(Br)cc12	8	10	nt	-1	7	nt	nt	nt
O=C(c1ccc(Cl)cc1)N1CCCC(c2ccccc2)=N1	-1	80*	nt	5	-14	nt	nt	nt
FC(F)(F)c1cccc(-c2cc3nc(NCCCn4ccnc4)ccn3n2)c1	-12	9	5	7	-34	-9	2	0.2
CC(C)(C)NC(=O)c1nn2c(C(F)(F)F)cc(-c3ccccc3)nc2c1Br	-14	-11	-2	3	-16	1	-2	0.0
CC(=O)N(C)C[C@@H]1Oc2cc(Br)ccc2S(=O)(=O)N([C@H](C)CO)C[C@H]1C	8	-15	0	-4	-15	2	-3	-0.2
C[C@@H]1CN([C@@H](C)CO)C(=O)Cc2cc(NC(=O)Nc3ccc(C(F)(F)F)cc3)ccc2O[C@H]1CN(C)C(=O)Nc1ccccc1	-7	34	4	-1	-7	3	-11	0.4
O=C(N[C@H]1C=C[C@H](CC(=O)N2CCc3ccccc3C2)O[C@@H]1CO)C1CCC1	7	-1	2	-1	16	-1	14	0.6
CC(C)NC(=O)N(C)C[C@@H]1Oc2ccc(NC(=O)CCCN(C)C)cc2C(=O)N([C@@H](C)CO)C[C@H]1C	6	-3	-4	2	-1	3	8	0.1
O=C(NNC(=S)Nc1ccccc1Cl)c1ccccc1	3	-2	-4	-6	-43	-2	-4	0.5
Cc1noc(C)c1S(=O)(=O)N(C)C[C@@H]1OCCCC[C@@H](C)Oc2ccc(NC(=O)CCC(F)(F)F)cc2C(=O)N([C@H](C)CO)C[C@@H]1C	-4	-26	nt	-4	-25	nt	nt	0.2
COc1ccc(C2=NN(C(C)=O)C(c3cccs3)C2)cc1OC (configuration not stated)	-7	6	2	-1	-25	1	0	0.0
COc1ccc(/C=N/N(CCC(=O)NC(C)(C)C)C2=NS(=O)(=O)c3ccccc32)cc1	-3	5	14	-5	10	0	-1	0.1
C/C=C(\C)C(=O)Nc1cccc(C2=NOC3(C2)C[C@H](C(N)=O)N(C(=O)c2cc([N+](=O)[O-])cc([N+](=O)[O-])c2)C3)c1 (some centres not stated)	-11	nt	nt	0	3	nt	62	-0.1
COC(=O)C1CC23C=CCN4CCC5(c6ccccc6NC15C2C)C43 (configuration not stated)	-1	-140	-4	-1	-12	-3	-5	1.2
COc1cccc(CN(CCC(=O)O)Cc2cccc(OC)c2)c1	nt	nt	-3	1	12	-18	5	0.3
COCCOC(=O)N1C(=O)[C@@]2(c3cc(C#CCC(C(=O)OC)C(=O)OC)ccc31)[C@H](C(N)=O)[C@H]1C(=O)O[C@H](c3ccccc3)[C@H](c3ccccc3)N1[C@@H]2c1ccc(OCCO)cc1	-1	nt	-2	-14	nt	0	4	nt
C/C(=N\NC(=S)NCc1ccccc1)c1ccc(Br)cc1	1	nt	-3	nt	-35	11	2	0.1
SMILES	PGC1a acetyl inh	Statin myotox sup	ERAP1 HTS inh	Cneo AK release	LGR2 antag	SIRT5 inh	S100A4 MyoIIA	XiGFP reactiv
O=C(NCC[C@H]1CC[C@@H](NS(=O)(=O)c2ccc(Oc3ccccc3)cc2)[C@@H](CO)O1)C1CC1	3	3	1	32	9	1	-1	-0.4
CC(C)N1CCN(Cc2cccc(-c3ccco3)c2)CC1CCO (configuration not stated)	nt	nt	0	nt	10	-2	-2	0.0
CC(=O)N(Cc1cc2cc(C)ccc2[nH]c1=O)c1cccc(C)c1C	nt	9	-3	29	1	3	-1	0.0
O=C(O)c1ccccc1Nc1ccc([N+](=O)[O-])cc1	nt	nt	0	nt	-1	5	3	0.0
CCOC(=O)c1ccc(S(=O)(=O)N2CCC(C(=O)N3CCN(c4ccccc4OC)CC3)CC2)cc1	0	15	1	5	21	3	4	0.0
CC1CN(CCc2ccccc2)c2nc3c(c(=O)n(CC(N)=O)c(=O)n3C)n2C1 (configuration not stated)	nt	10	-1	3	14	-4	5	0.1
O=C(CCC1CCCCC1)Nc1cc(Cl)ccc1N1CCOCC1	nt	-7	1	-4	2	-3	-10	0.0
O=C(CSc1nc2ccsc2c(=O)n1Cc1ccc(C(=O)O)cc1)NCC1CCCO1 (configuration not stated)	27	nt	-28	-2	5	-2	-8	0.0
COc1ccc(N2CCN(C(=O)C(C)(C)Oc3ccc(Cl)cc3)CC2)cc1	-15	31	0	-2	-8	-2	-4	0.8
Cn1cc(Br)c(C(=O)NNC(=O)Cc2ccc(Cl)cc2)n1	-5	-3	1	0	12	0	-4	0.0
Cc1ccc(-c2ccc(/C=N/NC(N)=S)o2)cc1	1	nt	-3	63	nt	1	2	0.0
CC(C)NC(=O)Nc1ccc2c(c1)CC(=O)N([C@@H](C)CO)C[C@H](C)[C@@H](CN(C)S(C)(=O)=O)O2	0	-26	4	-6	29	2	18	-1.5
O=C(NC(c1ccccc1)c1cnccn1)C1CCN(CCOc2ccc(Cl)cc2Cl)CC1 (configuration not stated)	nt	7	-4	0	15	nt	-3	0.1
CN(C(=O)CSc1nc2scc(-c3ccccc3)c2c(=O)[nH]1)c1ccccc1	-2	20	0	0	-9	-8	-15	0.1
CCc1ccc(OCC2c3cc(OC)c(OC)cc3CCN2C(=S)NC)cc1 (configuration not stated)	-35	nt	-1	nt	-10	0	-4	-0.1
COc1ccc(-c2ccc(SCC(=O)N3CCCC3)nn2)cc1OC	-28	9	nt	-2	-16	nt	nt	nt
CCOc1ccccc1NS(=O)(=O)c1ccc2oc(=O)ccc2c1	-10	3	-2	3	-2	-2	-8	0.1
Cc1ccc(-c2nnn(CC(=O)N(CC(=O)NC3CCCC3)c3ccccc3F)n2)o1	-5	?	-1	2	11	-1	-4	0.0
Cn1cccc1C(=O)OCC(=O)NNC(=O)c1ccc([N+](=O)[O-])cc1	5	-3	0	1	-6	-5	0	-0.6
C[C@H](NC(=O)c1cc2c([nH]c3ccccc32)c(-c2ccccc2)n1)C(=O)O	8	-11	-3	0	-2	-8	-1	0.0
Cc1cccc(N2CCN(C(=O)CCC(=O)N3Cc4ccccc4Oc4ncccc43)CC2)c1C	-6	8	3	2	12	6	-19	0.0
CO[C@H]1CN(C)C(=O)c2ccc(NC(=O)NC(C)C)cc2OC[C@H](C)N(CC2CC2)C[C@@H]1C	9	-6	-1	-2	13	9	-9	0.2
c1ccc2c(c1)nc(-c1ccncc1)n1nnnc21	-16	-5	nt	0	8	nt	nt	nt
O=C(NC(=S)Nc1ccccc1N1CCN(C(=O)c2ccccc2)CC1)c1ccccc1F	nt	14	-4	16	10	-5	2	0.0
CCN(CC)c1ncnc2c1ncn2[C@H]1CN(Cc2ccco2)C[C@@H](CO)O1	9	16	21	-3	8	nt	-2	0.4
SMILES	PGC1a acetyl inh	Statin myotox sup	ERAP1 HTS inh	Cneo AK release	LGR2 antag	SIRT5 inh	S100A4 MyoIIA	XiGFP reactiv
COc1cccc(/C=N/NC(=O)CNC(=O)COc2cccc(C)c2)c1O	nt	nt	nt	nt	-10	2	7	0.0
Cc1ccc(NC(=O)COC(=O)CCc2ccccc2)cc1S(=O)(=O)N1CCOCC1	-2	-30	0	-5	-28	1	-3	-0.1
CCOC(=O)c1ccc(-n2c(CN3CCN(CCO)CC3)nc3ccc([N+](=O)[O-])cc3c2=O)cc1	-5	-10	nt	-1	-14	-3	0	0.8
O=C(C[C@@H]1C=C[C@H](NC(=O)C2CCOCC2)[C@@H](CO)O1)Nc1ccc(-c2ccccc2)cc1	-5	-1	-3	-6	16	-1	20	0.0
COc1cccc(C(=O)Nc2nnc(-c3cccs3)s2)c1	2	-3	nt	0	26	nt	nt	nt
C[C@@H]1CN([C@@H](C)CO)C(=O)CCCn2cc(nn2)CO[C@@H]1CN(C)Cc1ccccc1	-5	3	-3	-11	-7	-2	7	0.1
O=C(N[C@@H]1CCC(=O)N(CC[C@H](Oc2ccccc2)c2ccccc2)CC1)OCc1ccccc1	-5	nt	-1	0	10	nt	2	0.0
C[C@@H]1CN([C@@H](C)CO)S(=O)(=O)c2ccc(C#Cc3ccccc3)cc2O[C@@H]1CN(C)C(=O)Nc1ccc2c(c1)OCO2	-5	43	0	14	9	0	-5	-0.1
CC(=O)N1c2ccc(S(=O)(=O)NCCC(=O)Nc3ccccc3C)cc2CC1C (configuration not stated)	-13	18	-1	4	5	-4	0	0.0

Six consecutive compounds out of the list so far, for reference:
SMILES	PGC1a acetyl inh	Statin myotox sup	ERAP1 HTS inh	Cneo AK release	LGR2 antag	SIRT5 inh	S100A4 MyoIIA	XiGFP reactiv
O=C(C[C@@H]1C=C[C@H](NC(=O)C2CCOCC2)[C@@H](CO)O1)Nc1ccc(-c2ccccc2)cc1	-5	-1	-3	-6	16	-1	20	0.0
COc1cccc(C(=O)Nc2nnc(-c3cccs3)s2)c1	2	-3	nt	0	26	nt	nt	nt
C[C@@H]1CN([C@@H](C)CO)C(=O)CCCn2cc(nn2)CO[C@@H]1CN(C)Cc1ccccc1	-5	3	-3	-11	-7	-2	7	0.1
O=C(N[C@@H]1CCC(=O)N(CC[C@H](Oc2ccccc2)c2ccccc2)CC1)OCc1ccccc1	-5	nt	-1	0	10	nt	2	0.0
C[C@@H]1CN([C@@H](C)CO)S(=O)(=O)c2ccc(C#Cc3ccccc3)cc2O[C@@H]1CN(C)C(=O)Nc1ccc2c(c1)OCO2	-5	43	0	14	9	0	-5	-0.1
CC(=O)N1c2ccc(S(=O)(=O)NCCC(=O)Nc3ccccc3C)cc2CC1C (configuration not stated)	-13	18	-1	4	5	-4	0	0.0
